# Bioassay records from PubChem.
# HT1080NT lethal: kills 2HG-producing HT-1080-NT fibrosarcoma cells. HT-1080-NT fibrosarcoma viability, CellTiter-Glo ATP luminescence, 48 h. Potency, µM (top dose mostly 46.1 µM), inactives show at the top dose activity, negative = less viability, usual class: cytotoxic. actives 1.6% (n = 360,000);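 note: NT is the 2HG producing partner of a matched IDH1 knockdown line; potency is the fitted concentration of half-maximal effect; 0% = DMSO-treated cells and -100% = media-only wells without cells; nearly all actives have a fitted effect of over 55% in size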
#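 Luminescent CellTiter-Glo readout after 48 hours of compound exposure at 37 degrees C defined viability of HT-1080-NT cells. Activity was normalized to DMSO wells and cell-free media wells; concentration-response curves were fitted and assigned curve classes.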
# ATXN2 expr inh: inhibitors of ATXN2 expression. Potency, µM (doses to about 57 µM), without a hit: at the top dose activity change, negative = inhibition, usual class: inhibitors. HEK-293 ATXN2-luciferase reporter, luminescence, 24 h. actives 0.72% (n = 360,000); note: potency is the fitted concentration of half-maximal effect; % is set by controls: 0 for no effect and ±100 for the full control effect; nearly all actives have a fitted effect of over 55% in size
#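 ATXN2-luciferase reporter cells (luciferase flanked by upstream and downstream ATXN2 gene portions) were treated 24 h at 37 °C with compounds at up to 57 uM. SteadyGlo luminescence gave expression; GF-AFC fluorescence gave viability.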
# WRN helicase inh: WRN helicase (human) inhibition. Q14191. WRN helicase unwinding, fluorescent forked duplex, kinetic. Potency, µM (titrated, usually from 114 µM), inactives show at the highest dose activity change, negative = inhibition, most hits filed as inhibitors. actives 0.46% (n = 360,000). AID 651768; note: potency is the fitted concentration of half-maximal effect; % is set by controls: 0 for no effect and ±100 for the full control effect; nearly all actives have a fitted effect of over 55% in size
# Target sequence (Q14191 whole entry, looked up): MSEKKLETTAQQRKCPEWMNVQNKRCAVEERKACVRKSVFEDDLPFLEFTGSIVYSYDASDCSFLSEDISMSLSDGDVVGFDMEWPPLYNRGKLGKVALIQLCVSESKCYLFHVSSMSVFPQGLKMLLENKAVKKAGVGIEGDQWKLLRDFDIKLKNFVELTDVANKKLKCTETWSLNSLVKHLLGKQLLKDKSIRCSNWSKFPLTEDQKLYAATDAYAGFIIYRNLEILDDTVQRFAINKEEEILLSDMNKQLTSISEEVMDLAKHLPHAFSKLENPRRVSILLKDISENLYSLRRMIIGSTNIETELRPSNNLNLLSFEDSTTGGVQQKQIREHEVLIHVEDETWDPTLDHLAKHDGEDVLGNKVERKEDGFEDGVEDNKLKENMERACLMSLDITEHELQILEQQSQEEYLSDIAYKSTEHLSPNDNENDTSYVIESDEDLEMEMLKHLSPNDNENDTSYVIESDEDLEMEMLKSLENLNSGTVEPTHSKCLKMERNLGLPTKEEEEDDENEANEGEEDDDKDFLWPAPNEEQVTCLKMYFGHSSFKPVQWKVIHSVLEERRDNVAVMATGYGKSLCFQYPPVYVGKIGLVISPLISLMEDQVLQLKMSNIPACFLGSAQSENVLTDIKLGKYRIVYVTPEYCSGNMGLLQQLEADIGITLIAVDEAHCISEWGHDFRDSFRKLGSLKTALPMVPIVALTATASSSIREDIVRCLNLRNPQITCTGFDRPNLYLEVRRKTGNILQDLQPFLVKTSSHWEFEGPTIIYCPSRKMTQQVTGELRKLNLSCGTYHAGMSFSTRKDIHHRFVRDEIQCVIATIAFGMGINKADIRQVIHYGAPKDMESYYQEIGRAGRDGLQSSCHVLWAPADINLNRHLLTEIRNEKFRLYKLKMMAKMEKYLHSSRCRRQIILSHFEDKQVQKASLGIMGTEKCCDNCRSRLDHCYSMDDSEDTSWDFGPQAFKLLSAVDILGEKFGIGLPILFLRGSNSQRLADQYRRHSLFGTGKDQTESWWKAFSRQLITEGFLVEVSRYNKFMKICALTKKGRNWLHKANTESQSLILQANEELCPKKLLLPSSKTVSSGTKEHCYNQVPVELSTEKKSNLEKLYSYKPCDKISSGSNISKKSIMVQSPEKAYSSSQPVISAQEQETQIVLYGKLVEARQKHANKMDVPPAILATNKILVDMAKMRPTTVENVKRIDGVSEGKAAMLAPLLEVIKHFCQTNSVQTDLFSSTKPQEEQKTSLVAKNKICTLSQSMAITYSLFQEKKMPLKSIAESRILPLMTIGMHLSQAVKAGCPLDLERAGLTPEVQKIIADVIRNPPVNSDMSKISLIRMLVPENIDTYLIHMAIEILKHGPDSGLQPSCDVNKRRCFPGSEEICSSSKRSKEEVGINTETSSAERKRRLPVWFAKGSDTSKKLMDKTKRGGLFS
#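 Primary qHTS, 1536-well format. 20 nM WRN + compound, 15 min RT; start with 100 nM forked fluorophore/quencher duplex, 2 mM ATP (final); kinetic read ex 525/em 598 nm.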
# SW480 rereplic: DNA re-replication induction in SW480 cells; actives 1.8% (n = 340,000); SW480 DNA re-replication, Hoechst DNA content imaging, 48 h; Potency, µM (series often up to 46.1 µM), inactives show top-dose re-replication activation, usual class: activators; note: potency is the fitted concentration of half-maximal effect; % of control where 0% means no effect; nearly all actives have a fitted effect of over 55% in size
#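 Per well, 250 cells were exposed to pinned compound for 48 hr. Nuclear DNA was visualised with Hoechst (40 min, 37 C) and total object intensity recorded by fluorescence scanning.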
# HT1080 IDH1KD tx: toxicity to HT-1080 IDH1 knockdown cells (counter line); actives 2% (n = 360,000); Potency, µM (highest dose often 46.1 µM), inactives show at the top dose activity, negative = toxicity, actives largely listed as cytotoxic; HT-1080 IDH1 knockdown viability, ATP luminescence, 48 h;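 note: potency is the fitted concentration of half-maximal effect; 0% = DMSO wells and -100% = cell-free medium wells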
#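 After a 2 h attachment period, IDH1KD HT-1080 cells took pin-transferred compound for 48 h at 37 °C; ATP-based luminescence after 10 min room-temperature reagent incubation reported viability.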
# MCF10A rereplic: DNA re-replication induction in MCF 10a cells; Potency, µM (highest dose often 46.1 µM), inactives show at the top dose activity, positive = re-replication, usual class: activators; actives 2.9% (n = 350,000); MCF 10A DNA re-replication, Hoechst nuclear intensity, 48 h; note: potency is the fitted concentration of half-maximal effect; % of control where 0% means no effect; nearly all actives have a fitted effect of over 50% in size
# KB-3-1 tox: KB-3-1 parental cell cytotoxicity | KB-3-1 viability, CellTiter-Glo ATP luminescence, 72 h | Potency, µM (series often up to 46.1 µM), without a hit: top-dose activity change, negative = cytotoxic, usual class: cytotoxic | actives 1.4% (n = 400,000); note: potency is the fitted concentration of half-maximal effect; % is set by controls: 0 for no effect and ±100 for the full control effect; nearly all actives have a fitted effect of over 60% in size
#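 Multi-concentration cytotoxicity screen in KB-3-1 cells grown in DMEM lacking phenol red with 10% FBS. After 72 h at 37 °C with compound, ATP-dependent luminescence was recorded.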
# KB-V1 MDR tox: kills drug-selected multidrug resistant KB-V1 cells | actives 3.4% (n = 400,000) | Potency, µM (series often up to 46.1 µM), for the others: at the top dose activity change, negative = cytotoxicity, most hits filed as cytotoxic | AID 1347076 | KB-V1 MDR cells viability, CellTiter-Glo, 72 h; note: potency is the fitted concentration of half-maximal effect; % is set by controls: 0 for no effect and ±100 for the full control effect; nearly all actives have a fitted effect of over 60% in size
#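 KB-V1, DMEM (no phenol red) + 10% FBS; cpd pin-transferred, titration series; 72 h, 37 degrees C; CellTiter-Glo, luminescence. Data normalized, curve-fit.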
# IL1B secr inh: blocks inflammasome-driven IL-1 beta release. THP-1 LPS/ATP IL-1B secretion, AlphaLISA, 16 h; stronger effect = lower value. activity change, % at 57.5 µM. actives 4.7% (n = 360,000). AID 743279; in the data active = activity change below about -50%; inconclusive = mostly about -30% to -49%; note: % is set by controls: 0 for no effect and ±100 for the full control effect
#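 THP-1 cells pretreated 1 hr with compounds (up to 57.5 uM final), then stimulated with LPS (250 ng/mL final) plus ATP (1.25 mM final); secreted IL-1B measured by AlphaLISA after 16 hr, decreased signal indicating inhibition.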
# An asterisk follows results filed as active; ? = inconclusive; · = no result given; [ ] = remark or other dose. Unless noted, calls come from the whole dose curve; as a rule, active = well fitted curve in the direction sought with a large enough effect; inconclusive = small, poorly fitted or top-dose-only effect, or another doubt; inactive = no such curve, though single readings can be large; an effect the other way counts as inactive or inconclusive.
SMILES,HT1080NT lethal,ATXN2 expr inh,WRN helicase inh,SW480 rereplic,HT1080 IDH1KD tx,MCF10A rereplic,KB-3-1 tox,KB-V1 MDR tox,IL1B secr inh
Cc1ccc(N2C(=O)N(CC(=O)Nc3ccc(C)cc3[N+](=O)[O-])C(=O)C2C)cc1 (centres undefined),2%,10%,6%,-1%,1%,8%,-5%,?,-29
O=C(NCc1ccccc1Cl)C1CCN(S(=O)(=O)c2cccs2)CC1,5%,-12%,-5%,-5%,?,-3%,13%,-16%,-9
COc1ccc(OCC(Cn2cnc3ccccc32)OC(C)=O)cc1 (centres undefined),2%,11%,-26%,-12%,2%,6%,-5%,?,25
CCOc1ccc(NC(=O)c2cnccn2)cc1,-3%,?,2%,-1%,-14%,-2%,?,-9%,-11
COC(=O)c1ccc(COc2ccc(CNCc3ccc(Cl)cc3)cc2)cc1,8%,-13%,1%,-7%,17%,0%,-6%,7%,3
Cc1ccc(C(=O)NN2C(=O)CSC2=S)cc1,10%,1%,-23%,-15%,3%,6%,14%,-7%,59
O=P(OCC1CCCO1)(OCC1CCCO1)OCC1CCCO1 (centres undefined),-4%,3%,9%,2%,-3%,-2%,2%,-23%,-3
Cc1c(NC(=O)C(C)OC(=O)/C=C/c2ccccc2)c(=O)n(-c2ccccc2)n1C (centres undefined),9%,5%,6%,-4%,0%,3%,0%,-7%,2
CCOC(=O)C1(Cc2cccc(Cl)c2)CCCN(C(=O)c2cn[nH]c2)C1 (centres undefined),3%,8%,-2%,-4%,14%,-1%,7%,0%,0
Cn1cnnc1SCC(=O)NC1CCCN(Cc2ccccc2F)C1 (centres undefined),0%,1%,1%,1%,10%,-4%,5%,?,6
CN=C(Nc1ccc2c(c1)OCO2)SC1CC(=O)N(c2ccccc2)C1=O (centres undefined),-15%,-3%,1%,0%,-12%,6%,-2%,18µM*,-10
COc1ccc(N(CC(=O)Nc2ccccc2C(=O)N2CCCC2)S(=O)(=O)c2ccccc2)cc1,-3%,1%,-11%,14%,-10%,0%,0%,?,0
COc1ccc(-c2csc(/C(C#N)=C/Nc3ccc4c(c3)OCCO4)n2)cc1,17%,·,8%,2.3µM*,-1%,2.1µM*,4%,8%,-4
O=S(=O)(c1ccccc1)c1nc(-c2ccco2)oc1N1CCOCC1,14%,-3%,0%,-2%,7%,5%,4%,-3%,16
O=C(O)C1CC(=O)N(c2ccc3c(c2)OCCO3)C1 (centres undefined),14%,9%,-18%,-2%[9.22 µM],14%,?,?,-9%,7
Cc1cc(/C=N/NC(=O)c2ccc(O)cc2)c(C)n1CC(C)C,-11%,11%,-1%,-15%,-5%,-2%,-11%,1%,-53*
Cc1nn(Cc2ccccc2Cl)c(C)c1NC(=O)/C=C/c1cnn(C)c1,1%,-2%,8%,-7%,0%,2%,-5%,-1%,11
NNC(=O)CSCc1nc(-c2ccc(Cl)cc2)cs1,-6%,3%,0%,-6%,-27%,-1%,13%,13%,-7
N#C/C(=C\c1cn[nH]c1-c1ccc(Cl)cc1)C(=O)NCc1ccccc1,-25%,-6%,-20%,0%,?,?,-4%,-2%,-58*
O=C1/C(=C2\C(=O)N(Cc3ccc(F)cc3)c3ccccc32)SC(=S)N1CCS(=O)(=O)O,12%,·,-35%,-11%,8%,-5%,-1%,0%,-10
Cc1[nH]c2ccccc2c1/C=N/NC(=O)c1cccc(Br)c1,-23%,2%,-14%,-2%,-17%,9%,-1%,-17%,-1
COc1cccc2cc(-c3ccccc3)oc12,-1%,-20%,2%,0%,2%,?,-3%,-22%,-7
CC(C)(C)c1ccc(NC(=O)COC(=O)C2=COCCO2)cc1,-5%,14%,1%,1%,-10%,-2%,4%,5%,13
COc1cc(NC(=S)NCCN2CCOCC2)cc(OC)c1,16%,6%,-8%[57.1 µM],-1%,15%,7%,-6%,-8%,8
CN(C)C(=O)CSc1nnc(-c2cc(-c3cccs3)nc3ccccc23)o1,0%,7%,1%,?,-7%,10µM*,4%,?,-60*
O=C1NC(=O)/C(=C\c2ccc(Br)o2)S1,-14%,·,-34%,-3%,-28%,3%,-4%,3%,-3
CC(=O)Nc1ccc(NC(=O)c2sc3nc4n(c(=O)c3c2C)CCCCC4)cc1,0%,·,-2%,-76%[inhibitor],-15%,5%,4%,1%,-8
CCn1ncc(/C=C/C(=O)NCc2cnn(C)c2C)c1C,-4%,1%,-7%,-10%,3%,3%,6%,10%,-3
COCCn1c(SCC(=O)Nc2c(C)n(C)n(-c3ccccc3)c2=O)nnc1-c1ccncc1,4%,·,6%,-13%,3%,-6%,1%,3%,18
O=C(CSc1nnc(CNC(=O)c2ccccc2)o1)Nc1ccc2c(c1)OCCO2,-2%,-9%,-32%,-6%,-5%,6%,1%,?,16
COc1ccc(S(=O)(=O)N(CC(=O)O)c2ccccc2)cc1,1%,16%,-8%[57.1 µM],5%,-2%,3.7µM*,4%,8%,-16
CCOC(=O)N1CCN(C(=O)C2CCC(=O)N(CCCN3CCCC3=O)C2)CC1 (centres undefined),?,16%,1%,-1%,5%,6%,20%,0%,5
COC(=O)c1cc(NC(=O)c2ccc(Cn3cc(Cl)cn3)o2)cc(C(=O)OC)c1,?,?,-6%,0%,?,?,-9%,-20%,-9
Cc1cc(C(=O)C(=O)O)c(C)n1-c1ccc(Cl)c(Cl)c1,2%,-16%,7%,-4%,-27%,-1%,-22%,?,?
Cc1ccc(S(=O)(=O)N2CCCN(c3nc4cc(C)ccc4cc3C#N)CC2)cc1,16%,-11%,-4%,-3%,-3%,?,-8%,?,31
CC(=O)N1CC(C)c2scc(C)[n+]2-c2ccccc21 (centres undefined),?,8%,1%,-1%,24%,-8%,-4%,?,-71*
COc1ccc(C(=O)/C=C/N(C)C)cc1OC,-26%,-3%,-7%,-8%,?,?,15%,?,-13
Cc1nc(CN(C)C(=O)C2CCC(=O)N(CCc3cccc(F)c3)C2)cs1 (centres undefined),6%,4%,-25%,-3%,2%,10%,-7%,-28%,6
CC1(C(=O)Nc2cnc3ccccc3c2)CCN1Cc1ccc(OC(F)(F)F)cc1 (centres undefined),?,-5%,-9%,·,?,·,0%,0%,10
Cc1[nH]c2ccccc2c1C(=O)CSc1nc2ncc(Cl)cc2[nH]1,-12%,?,-2%,0%,?,?,-4%,27%,30
N#Cc1c(-c2cccs2)cc(C2CC2)nc1SCC(N)=O,?,-13%,-5%,-10%,?,1%,35%,0%,7
CCOC(=O)C1=C(CS(=O)(=O)c2ccc(F)c(C)c2)NC(=O)NC1c1ccc(O)c(O)c1 (centres undefined),-9%,2%,-8%[11.6 µM],-17%,-3%,1%,9%,4%,6
CCOc1ccc(C(=O)OCC(=O)NC(C)C)cc1,0%,6%,-3%,-9%,3%,7%,-12%,?,6
Cc1ccc(NC(=O)CSCC(=O)Nc2ccc(S(=O)(=O)N3CCOCC3)cc2)cc1,0%,-2%,1%,0%,3%,0%,12%,-4%,19
CC1CCN(C(=O)CCNS(=O)(=O)c2ccc(Cl)cc2)CC1,16%,1%,-15%,?,6%,-5%,1%,1%,-1
CCOc1ccc(C/C(N)=N/n2cnnc2)cc1,-4%,1%,-7%,9%,3%,3%,-7%,5%,33
CCn1c(SCC(=O)c2cc(C)n(-c3ccc(C(=O)OC)cc3)c2C)nnc1-c1cccnc1,-10%,-10%,-6%,4%,-2%,16%,-4%,?,10
O=C1c2ccccc2NC(c2cc(Cl)cc(Cl)c2O)N1Cc1cccnc1 (centres undefined),6%,-17%,-29%,12%,5%,12%,14%,0%,33
COc1ccc(N(C(=O)c2ccc(Br)o2)C2C=CS(=O)(=O)C2)cc1 (centres undefined),5%,1%,0%,0%,-2%,?,2%,-28%,4
O=C(Nc1ccccc1Cl)Nc1ccnn1C1CCN(C(=O)C2CCOC2)CC1 (centres undefined),1%,·,-3%,·,-2%,·,1%,3%,-25
O=C(CCc1ccccc1F)N1CCN(c2ccccc2)CC1,-4%,16%,1%,-4%,2%,?,3%,15%,26
CC1CCN(C2=NC(=O)/C(=C/c3cn[nH]c3-c3ccccc3)S2)CC1,9%,6%,2%,-8%,14%,?,23%,?,-59*
C[C@H]1CCC[C@]2(O[C@H](CCO)C[C@@H](O)[C@@H]2O)O1,8%,1%,13%,3%,-1%,-21%,0%,?,1
CCCC(=O)c1cc(F)c(N2CCN(S(=O)(=O)c3ccccc3)CC2)cc1C,-21%,-17%,-9%,4%,-3%,-6%,-1%,?,-59*
CCOC(=O)Cc1csc(NC(=O)c2cccs2)n1,-4%,41%[activator],4%,0%,8%,0%,?,-17%,17
N#Cc1ccc(OCC(O)CN2CCN(CC(O)COc3ccc(C#N)cc3)CC2)cc1 (centres undefined),8%,-36%,10%,-5%,4%,18%,-20%,?,16
CCCCc1c(O)nc(SCC(=O)N2CCOCC2)[nH]c1=O,13%,1%,3%,-6%,12%,-12%,22%,31%,5
CCOCCCNC(=O)/C(C#N)=C/c1ccc(C(=O)OC)cc1,20%,-5%[11.3 µM],-5%,22%,6%,3%,0%,-11%,-10

# Compound profiles, from the list above. Order of values: HT1080NT lethal, ATXN2 expr inh, WRN helicase inh, SW480 rereplic, HT1080 IDH1KD tx, MCF10A rereplic, KB-3-1 tox, KB-V1 MDR tox, IL1B secr inh
# O=C(NCc1ccccc1Cl)C1CCN(S(=O)(=O)c2cccs2)CC1 as listed: 5%, -12%, -5%, -5%, ?, -3%, 13%, -16%, -9
# CCOC(=O)C1(Cc2cccc(Cl)c2)CCCN(C(=O)c2cn[nH]c2)C1 (centres undefined) as listed: 3%, 8%, -2%, -4%, 14%, -1%, 7%, 0%, 0
# COc1ccc(S(=O)(=O)N(CC(=O)O)c2ccccc2)cc1 as listed: 1%, 16%, -8%[57.1 µM], 5%, -2%, 3.7µM*, 4%, 8%, -16
